12-LOX inh: inhibitors of human 12S-lipoxygenase ALOX12; purified 12hLO, xylenol orange hydroperoxide absorbance; Potency, µM (doses to about 108 µM), for the others: top-dose activity change, negative = inhibition, most hits filed as inhibitors; 580,000 compounds, 1.1% hits; active = well fitted inhibition curve with a large enough effect; inconclusive = small, poorly fitted or top-dose-only effect, or another doubt; inactive = no such curve, though single readings can be large or run the other way
Target sequence (P18054 whole entry, looked up): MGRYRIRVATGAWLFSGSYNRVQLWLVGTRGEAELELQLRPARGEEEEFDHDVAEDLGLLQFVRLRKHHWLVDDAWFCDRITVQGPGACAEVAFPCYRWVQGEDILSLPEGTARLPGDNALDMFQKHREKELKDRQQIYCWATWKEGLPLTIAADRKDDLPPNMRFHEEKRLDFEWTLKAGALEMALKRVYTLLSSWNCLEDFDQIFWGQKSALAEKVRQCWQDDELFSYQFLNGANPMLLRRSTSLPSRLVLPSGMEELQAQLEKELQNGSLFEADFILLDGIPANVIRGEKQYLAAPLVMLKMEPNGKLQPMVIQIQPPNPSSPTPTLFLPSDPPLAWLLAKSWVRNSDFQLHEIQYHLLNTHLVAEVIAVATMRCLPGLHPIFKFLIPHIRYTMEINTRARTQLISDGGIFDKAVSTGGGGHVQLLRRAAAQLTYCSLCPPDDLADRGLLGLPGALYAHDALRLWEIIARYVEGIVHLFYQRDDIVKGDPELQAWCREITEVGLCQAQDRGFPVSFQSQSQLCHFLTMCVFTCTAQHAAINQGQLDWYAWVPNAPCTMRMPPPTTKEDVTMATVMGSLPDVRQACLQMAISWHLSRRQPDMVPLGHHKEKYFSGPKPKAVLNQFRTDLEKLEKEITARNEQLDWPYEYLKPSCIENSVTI
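Purified human 12hLO at 150 nM in 25 mM Hepes, 0.01% Triton X-100, pH 7.0, preincubated 15 min at room temperature with compound. Reaction started with 40 uM arachidonic acid, 30 min at room temperature. Hydroperoxide measured by Fe-xylenol orange, 573/405 nm absorbance ratio.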
Numbers without * were called inactive; ? = inconclusive; & = joins results of further samples; [ ] = dose if it differs, or a comment. % is set by controls: 0 for no effect and ±100 for the full control effect; potency is the fitted concentration of half-maximal effect. The list is partial; the hit share may differ from the screen's.

12-LOX inh	Structure
9%	Cc1cc2onc([C@H]3CCCN3C(=O)N3CCOCC3)c2cc1C
-22%	COc1ccc(-c2cc(C[C@@H]3CC[C@H](O)[C@@H](CNC(=O)c4ccc5c(c4)OCO5)O3)no2)cc1
16%	CCC(NC(=O)c1ccccc1)c1ccccc1OC(F)F (stereo not given)
4%	CNC(=O)c1cc[nH]c1C1CCCN(C(=O)c2cscn2)C1 (stereo not given)
3%[176 µM]	COc1ccccc1CNC(=O)C[C@@H]1CCNC[C@@H]1Cc1cc(-c2ccccc2)on1
19%	O=C(COc1ccc(F)cc1)N1C[C@@H](CO)[C@H](c2ccccn2)C1
-15%	COc1cccc([C@@H]2CN(C(=O)c3cnn(C)c3)C[C@H]2C(=O)O)c1OC
68%[activator]	O=C([C@H]1C[C@H](Oc2cccnc2)CN1C(=O)NC1CCCCC1)N1CCOCC1
2%	COc1cc(CN2CCC(CO)(CN3CCCC3)CC2)ccc1F
46%[176 µM]	CCCc1nnc(C[C@@H]2C[C@@H](C(C)C)[C@H](CN3CC[C@H](NC(C)=O)C3)C=C2C)o1
27%	CN(C)C(=O)c1cccnc1OC1CCN(C(=O)C2CCOCC2)CC1
?	c1cc2c(cc1-c1csc(NC3CCCC3)n1)OCCCO2
1%	COc1ccccc1CC(=O)Nc1nc(C)c(C(C)=O)s1
5%	COc1cccc(-c2cncnc2NCCc2c[nH]c3ccc(OC)cc23)c1
-2%[6.33 µM]	Cc1noc(C)c1S(=O)(=O)N1CCC2(C1)C(=O)N(c1ccccc1)c1ccccc12 (stereo not given)
-8%	Cc1cccc(NC(=O)CSc2nnc(COc3ccc(Cl)cc3)n2Cc2ccco2)c1
-1%	CSC(C)C(=O)Nc1ccccc1I (stereo not given)
29%	CCc1ccccc1NC(=O)Cc1c(C)nc2nc(-c3cccs3)nn2c1C
?	Fc1ccccc1NC(=S)NCCc1ccc(C(F)(F)F)cc1
-28%	Cc1ccc(C(=O)N2CCC3(CC2)CC(c2ccccc2)C(=O)N3C)s1 (stereo not given)
0%	COc1cc(OC)cc(-c2cc3nc4c(c(N5CCN(c6cnccn6)CC5)n3n2)CCCC4)c1
4%	O=C(CSc1nc(-c2ccccc2)nc2cc(=O)[nH]n12)Nc1ccccc1F
21%	CNC(=O)N1CCc2nc(N3CCOCC3)[nH]c(=O)c2CC1
-10%[176 µM]	O=c1cc(-c2ccncc2)oc2c(-c3ccc(CO)cc3)nccc12
6%	COc1cccc(/C=C/C(=O)C23CC4CC(CC(C4)C2)C3)c1OC
28µM*	C[C@@H](NCc1cccc(Cl)c1)c1onc(-c2ccc(F)cc2)c1C(=O)O
?	O=C(c1ccccc1)N1CCn2c(nnc2[C@@H]2C[C@@H](O)CN2Cc2ccccc2)C1
-4%	O=[N+]([O-])c1ccc(Oc2ccc(-c3ccccc3)cc2)c2ccncc12
1%	Cn1c(=O)c2c(nc(NC3CCCC3)n2Cc2cccc(Br)c2)n(C)c1=O
2%	CC(C)Cn1c(CN2CCC(Cc3ccccc3)CC2)nc2c1c(=O)n(C)c(=O)n2C
80%[activator][176 µM]	CS(=O)(=O)c1ccc(OC[C@H]2C[C@@H](NC(=O)c3ccccc3)[C@H](O)[C@@H]2O)cc1
31%[activator]	O=S(=O)(NC1CCc2nnc(C3CC3)n2CC1)c1cccnc1 (stereo not given)
0%	NC(=O)Cn1ccc2cc(OCC3CCN(C(=O)Oc4ccccc4Cl)CC3)cnc21
10%[6.33 µM]	CCCCCCN1CCC2(CC1)Cc1ccccc1CNC2=O
-9%	Cc1ccc(C)c(CN2CC[C@@H]3CN(S(C)(=O)=O)[C@@H]3C2)c1
14%	CN(C)C[C@@H]1CN(c2ncccn2)C[C@H]1NC(=O)c1ccccc1Cl
22%	COC[C@@H]1[C@H](C(=O)N2CCN(c3ccccn3)CC2)CCC(=O)N1C
21%	Cc1ccc(C(=O)NCc2nnc3cc(-c4nc(C(C)C)no4)ccn23)cc1F
50%[activator]	O=C1CC(c2ccccc2)N(C(=O)Cc2cccnc2)CCCCCN1 (stereo not given)
30%[activator]	Cn1cnc(S(=O)(=O)N[C@@H]2CCOC[C@H]2Oc2ccc(C(N)=O)cc2)c1
60%	Brc1cccc(-c2noc(/C=C/c3ccccc3)n2)c1
10%	CCC(C)NC(=O)C1COC2(CCN(C(=O)c3cccc(OC)c3)CC2)N1C(=O)c1ccccc1C (stereo not given)
-4%	CCC(=O)c1cc(Br)c(OC)cc1OC
53%[activator]	Cc1cc(C)n(CCC(=O)NCCC2CCN(C(=O)Nc3ccccc3)CC2)n1
-3%	Cc1cc(N=O)no1
93%[activator]	Cn1ccnc1-c1ccc(N2CCCC(CO)(Cc3cccc(Cl)c3)C2)nn1 (stereo not given)
-5%	CS(=O)(=O)N1CCC(C2CCN(C(=O)Cc3cccc(F)c3)C2)CC1 (stereo not given)
?	C[N+](C)(C)CC#CCCCCC#CC[N+](C)(C)C
35%	O=C1NCCOCCCN(Cc2cccc(F)c2)[C@H]2CCCC[C@@H]12
?	CCN(CC)c1ccc(NC(=O)c2cc3cc(F)ccc3[nH]2)cc1
37%[activator]	CC[C@@H](NC(=O)CC1CCN(Cc2ccccc2)CC1)C1CC(O)C1 (stereo not given in full)
3%	CCc1cc(C2CCCN2S(=O)(=O)c2cc(C)c(C)cc2C)on1 (stereo not given)
-27%	CC1(C)CCCC2(C)C1CCC1(C)OC(=O)CC12 (stereo not given)
10%	COc1ccc(C(=O)N2C(C(=O)NCc3ccco3)COC23CCN(C(=O)CC(C)(C)C)CC3)cc1 (stereo not given)
40%[activator]	Cc1noc(C)c1S(=O)(=O)NC1CCCN(C2CCCCCC2)C1 (stereo not given)
8%	C/C(=N\NC(=O)C1CC1c1ccc(C(C)(C)C)cc1)c1ccc(C(C)C)cc1 (stereo not given)
35%	CCCCCCn1c(NCc2ccccc2)nc2c1c(=O)[nH]c(=O)n2C
?	Cc1cc(-c2nnc(CSc3nc4ccc(Cl)cc4[nH]3)o2)c(C)o1
47%[activator]	Cc1cc2nc(C)n(CCOc3ccccc3)c2cc1C
-19%	C=C[C@]1(C)Cc2occ(C)c2C[C@H]1C(=C)C(=O)O

Retrieved one by one from the entries so far:
12-LOX inh	Structure
4%	CNC(=O)c1cc[nH]c1C1CCCN(C(=O)c2cscn2)C1 (stereo not given)
-28%	Cc1ccc(C(=O)N2CCC3(CC2)CC(c2ccccc2)C(=O)N3C)s1 (stereo not given)

Going on with the list.
12-LOX inh	Structure
43%[activator]	C[C@@H](NC(=O)N1CCOC[C@H]1c1ncc(-c2ccc(OC(F)(F)F)cc2)[nH]1)c1ccccc1
20%	Cn1c(CN2CCN(c3ccccc3NC(=O)c3ccccc3)CC2)nc2ccccc21
-15%[57.4 µM]	COc1ccc2c(OCc3nnc4ccc(-c5ccccc5)nn34)ccnc2c1
23%	CC(C)n1c(C2CCN(C(=O)c3n[nH]c4ccccc34)CC2)nn(C)c1=O
41%[activator]	COc1cccc(CCC(=O)N2CCC3(CC2)CC(O)CCO3)c1 (stereo not given)
-14%	COc1ccc(CC(=O)N2[C@@H]3CC[C@H]2CC(NC(=O)c2ccc(F)cc2)C3)cc1OC (stereo not given in full)
-3%	Cc1cc(CSc2ncccc2C(=O)Nc2ccnn2Cc2ccccc2)no1
-8%	O=C(Nc1nonc1-c1ccc2c(c1)CCCC2)c1cccs1
-3%	COc1cccc(Oc2c(C)oc3cc(O)ccc3c2=O)c1
51%[activator]	O=C(COc1ccccc1)N1CC(c2noc(COc3ccccc3)n2)C1
?	COc1ccc(NC(=O)C(c2ccc(C#N)cc2)n2c(=O)c(-c3cc4ccccc4[nH]3)nc3ccccc32)cc1 (stereo not given)
2%	Cc1cnc(CN(C)C(=O)CC(c2ccccc2)c2ccc3c(c2)OCO3)[nH]1 (stereo not given)
1%	CN(Cc1cccc2ccccc12)C(=O)Cc1cccc2cccnc12
41%[activator]	O=C(c1ccc(C(F)(F)F)cc1)N1CCCC2(CN[S+](=O)([O-])c3ccccc3N2)C1 (stereo not given)
-2%	Cc1cc2oc(C(=O)Nc3cccc(C(F)(F)F)c3)cc(=O)c2cc1C
5%	CC(=O)c1cn(CC(=O)NCCCCCC(=O)O)c2ccccc12
-7%	COc1ccc(NC(=O)NC[C@H]2O[C@@H](CO)[C@@H](O)C2N2CCN(c3ccccc3)CC2)cc1 (stereo not given in full)
?	c1ccc(-c2nc(-c3ccc4c(c3)OCCCO4)cs2)nc1
?	COc1ccc2cc(C(=O)NC(CC(C)C)C(=O)O)ccc2c1 (stereo not given)
2%	NC(=O)c1ncn([C@@H]2O[C@H](C(=O)N3CCCN(Cc4ccccc4F)CC3)[C@@H](O)[C@H]2O)n1
8%[176 µM]	C[S+](=O)([O-])CCn1ncc2cc(OCC3CCN(Cc4ccccc4)CC3)ccc21
95%[activator][176 µM]	CN(Cc1cc(C[C@@H]2C[C@H](NCc3ncc[nH]3)C2(C)C)no1)c1ccccc1
?	COc1ccc(-n2c(=O)c(-c3cn(C)c4ccccc34)nc3cnc(N4CCOCC4)nc32)cc1
13%&12%	COc1ccc(N2CC(C(=O)N3CCC(C(=O)NC(C)C)C3)NC2=O)cc1 (stereo not given)
10%	COc1cc(CC(=O)Nc2c(-c3ccccc3)[nH][nH]c2=O)cc(OC)c1
10%	COc1ccc(S(=O)(=O)N2C[C@@H]3C[C@H](C2)c2c(NC(=O)c4cncnc4)ccc(=O)n2C3)cc1
-10%	CN(Cc1cccc(Cl)c1)Cc1cc(=O)n2c3c(sc2n1)CCCC3
-25%	CCNc1ncc2nc(CCc3ccccc3)c(=O)n(CCOC)c2n1
23%	Cc1oc2cc(OCC(=O)N3CCC(C(N)=O)CC3)ccc2c(=O)c1Oc1ccccc1
5%	CS(=O)(=O)c1ccc(-c2nccc3[nH]nc(-c4cccc(F)c4)c23)cc1
22%	CCCN(CC1CCOC1)C(=O)Nc1ccc(C)c(F)c1 (stereo not given)
17%	CCOc1ccccc1NC(=O)C[C@H]1NC(=O)c2ccccc2NC1=O
-37%	CCOc1cc(C=O)ccc1OCc1ccccc1
4%	Cc1cc(C)cc(-c2nc(C3CC(=O)N(c4ccc(F)cc4)C3)no2)c1 (stereo not given)
-4%	COc1ccc(NC(=O)N2CCc3c(C(=O)N(C)C)cccc32)cc1
9%[176 µM]	O=C(C1CC1)N1CCn2c(nn(-c3ccc([N+](=O)[O-])cc3)c2=O)C1
-5%	CCc1ccccc1NC(=O)CN(C)C(=O)C(C)N1CCCC(C(F)(F)F)C1 (stereo not given)
48%	N#Cc1ccc(C(=O)N2CC(C(=O)NCCc3ccncc3)C3(CCOCC3)C2)cc1 (stereo not given)
1%	Cc1cn(CC(=O)N[C@@H]2COCC[C@@H]2OCC2CC2)c(=O)[nH]c1=O
38%[activator]	Cc1ccn(CC(=O)N2CCCCCCNC(=O)[C@@H]3CCCC[C@@H]32)n1
16%	O=C(O)[C@@H]1CN(Cc2ccccc2)C[C@@H]1C(=O)N1CCN(c2ccccn2)CC1
-6%	O=c1oc2cc(O)ccc2c(O)c1-c1ccccc1
20%[176 µM]	Cc1ccccc1-c1[nH]nc2ncc(-c3ccccc3O)nc12
2.2µM*	Fc1ccc(/C=N/Nc2ccc(Cl)c(Cl)c2)cc1
5%	CNC(=O)[C@@H]1C[C@@H](N)CN1C(=O)c1cnn(-c2ccccc2OC)c1
-3%	CCC(CC)C(=O)NC1CC(=O)N(c2ccc(OC)c(OC)c2)C1 (stereo not given)
22%	Cc1ccccc1NC(=O)N1CCN(C(=O)c2nsc3ccccc23)CC1
2%[57.4 µM]	COc1ccccc1CN1CC[C@@]2(CCCN(C(=O)c3ccco3)C2)C1
-27%	C#CCNS(=O)(=O)c1ccc(CCC(=O)O)cc1
15%[176 µM]	O=C([C@@H]1Cc2nc[nH]c2CN1CC1CC1)N1CCCC1
5%	Cc1noc(C)c1S(=O)(=O)N[C@@H]1C[C@H](Cn2cc(-c3cccnc3)nn2)[C@@H](O)[C@H]1O
10%	COc1ccc(C(=O)NC2CCN(c3cc(-c4ccc(F)cc4)[nH]n3)CC2)c(OC)c1
?	COc1ccc(CN2C(=O)C(n3ccc4ccccc43)c3cc(Cl)ccc32)cc1 (stereo not given)
8%	COc1ccc(C(=O)N2CCC3(CC2)NCCc2c3[nH]c3ccc(OC)cc23)c(OC)c1
11%[176 µM]	Cc1ccc2nc(CO[C@H]3CN(Cc4cnn(C)c4)C[C@H]3F)[nH]c2c1
3%	CCCCCCCCCCCCS(=O)C(CO)CO (stereo not given)
-14%	COC(=O)c1cc2c(c3c4cc(F)ccc4n(S(=O)(=O)c4ccccc4)c13)C(=O)N(Cc1ccc(N(C)C)cc1)C2
?	CCN(CC)CCC(=O)Nc1c(C(=O)OC)[nH]c2ccc(C)cc12

Five entries from above, tab-delimited.
SMILES	12-LOX inh
Cc1ccccc1NC(=O)N1CCN(C(=O)c2nsc3ccccc23)CC1	22%
COc1ccccc1CN1CC[C@@]2(CCCN(C(=O)c3ccco3)C2)C1	2%[57.4 µM]
C#CCNS(=O)(=O)c1ccc(CCC(=O)O)cc1	-27%
O=C([C@@H]1Cc2nc[nH]c2CN1CC1CC1)N1CCCC1	15%[176 µM]
Cc1noc(C)c1S(=O)(=O)N[C@@H]1C[C@H](Cn2cc(-c3cccnc3)nn2)[C@@H](O)[C@H]1O	5%

Sorted by value in 12-LOX inh (largest number first): 3 from the list above
12-LOX inh	Structure
5%	CNC(=O)[C@@H]1C[C@@H](N)CN1C(=O)c1cnn(-c2ccccc2OC)c1
-4%	COc1ccc(NC(=O)N2CCc3c(C(=O)N(C)C)cccc32)cc1
-37%	CCOc1cc(C=O)ccc1OCc1ccccc1

Assay outcomes deposited in PubChem by National Center for Advancing Translational Sciences (NCATS).
